Source: PubChem BioAssay
NPC1 promoter act = activates the NPC1 promoter | Potency, µM (top dose mostly 9.22 µM), without a hit: at the highest dose activation, hits mostly activators | Huh7 NPC1 promoter luciferase reporter, 24 h | 320,000 tested, 2.4% active;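 further: potency means the concentration at half of the fitted maximal effect; % of control where 0% means no effect; nearly all actives have a fitted effect of over 60% in size; reporter is driven by a mutant NPC1 promoter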
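Luminescence from an NPC1 promoter-driven luciferase reporter in stably transfected Huh7 cells was measured after 24 h compound treatment at 37 °C, followed by 10 min ambient incubation with luciferase detection reagent.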
p53 reactivation = re-activators of mutant p53 | 320,000 tested, 0.063% active | AID 504706 | H1299 p53-A138V BP100-luciferase reporter, luminescence, 24 h | Potency, µM (series often up to 92.2 µM), without a hit: top-dose activity change, positive = activation, actives largely listed as activators; further: potency means the concentration at half of the fitted maximal effect; % of control where 0% means no effect; nearly all actives have a fitted effect of over 45% in size
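H1299 (p53-null), stable ts p53-A138V + BP100-Luc; 1000 cells/well, Opti-MEM/10% FBS; cpd 4 pt, 1:5; 24 h, 37 deg C, 5% CO2; detection reagent 10 min RT; luminescence.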
Giardia kill = kills Giardia lamblia; Giardia lamblia trophozoite viability; activity change, % at 7.66 µM, hits read low; 340,000 tested, 0.15% active; AID 540267; in the data active means activity change below about -80%; inconclusive means between about -30% and that limit;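 further: parasites exposed to compound for two days anaerobically before the ATP read; on the % scale 0 is the no-effect control and ±100 the full control effect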
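Trophozoite viability was measured as ATP-dependent luminescence, read 15-30 min after reagent addition. Before that, parasites at 100 cells/well were exposed to compounds for 48 h, anaerobically, at 37 deg C.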
RORg inh = blocks mouse ROR gamma transcriptional activity; P51450; Drosophila S2 Gal4-RORgamma UAS-luciferase reporter, 20 h; Potency, µM (titrated, usually from 53.6 µM), for inactives: at the highest dose activity change, negative = inhibition, actives largely listed as inhibitors; 310,000 tested, 5.4% active; further: potency means the concentration at half of the fitted maximal effect; on the % scale 0 is the no-effect control and ±100 the full control effect; nearly all actives have a fitted effect of over 60% in size
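Compounds are pin-transferred onto Drosophila Schneider cells expressing a copper-inducible Gal4–ROR gamma transactivation domain fusion. After 1 hr, copper sulfate is added to 700 uM final; luciferase is read 20 hr later.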
BRCA1 expr act = activators of BRCA1 expression; MCF7-BRCA1-FFLuc reporter, luminescence, 48 h; response scale: scaled: vehicle 0%, 10 µM genistein 100%; Potency, µM (doses to about 46.1 µM), without a hit: at the highest dose activation, actives largely listed as activators; 380,000 tested, 1.1% active; further: potency means the concentration at half of the fitted maximal effect; nearly all actives have a fitted effect of over 80% in size; some results filed as inactive show a strong effect at the top dose
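MCF7-BRCA1-FFLuc, 2000 cells/well; 2 h attach, 37 °C/5% CO2; compound 48 h; luciferase substrate 15 min; luminescence end-point. Norm. to genistein 10 microM max activation and DMSO; concentration-response curves fitted.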
Rab9 prom act = activates the Rab9 promoter | 320,000 tested, 2.8% active | Potency, µM (top dose mostly 9.22 µM), inactives show top-dose activation, negative = inhibition, hits mostly activators | AID 485297 | Huh7 Rab9 promoter-luciferase reporter, luminescence, 24 h; further: potency means the concentration at half of the fitted maximal effect; % of control where 0% means no effect; nearly all actives have a fitted effect of over 60% in size
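Cell-based reporter: Huh7 stable for Rab9 promoter-driven luciferase, plated in reduced-serum medium with 10% FBS at 1500 cells/well, compound-treated 24 h at 37 °C, luminescence read after 10 min reagent.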
VP16 counter = counter-screen for ROR gamma inhibitors: Gal4-VP16 reporter. Drosophila S2 Gal4-VP16 UAS-luciferase, luminescence, 20 h. Potency, µM (top dose mostly 53.6 µM), inactives show at the top dose activity, negative = inhibition, most hits filed as inhibitors. 310,000 tested, 3.5% active. AID 2546;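 further: Gal4-VP16 expression switched on by copper sulfate through the metallothionein promoter; potency means the concentration at half of the fitted maximal effect; on the % scale 0 is the no-effect control and ±100 the full control effect; nearly all actives have a fitted effect of over 50% in size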
FLuc counter = counter-screen for miR-21 project: firefly luciferase inhibitors or activators; Potency, µM (series often up to 57.5 µM), for the others: at the top dose activity change, negative = inhibition, usual class: inhibitors; P08659; purified FLuc, Km substrates, luminescence inhibition; AID 588342; 360,000 tested, 6.9% active;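 further: potency means the concentration at half of the fitted maximal effect; plate controls were vehicle for no effect and reference inhibitor for full effect; nearly all actives have a fitted effect of over 55% in size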
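Purified P. pyralis luciferase, 10 nM final, with Km-level 10 uM D-luciferin and 10 uM ATP in 50 mM Tris acetate pH 7.5, 10 mM Mg acetate, 0.01% Tween-20, 0.05% BSA; 6-point qHTS titration about 60 µM downward; luminescence read.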
ELG1 genotoxic = genotoxicity induction in ELG1-luciferase HEK293T cells. Potency, µM (top dose mostly 46 µM), for the others: at the highest dose activity change, positive = activation, hits mostly activators. HEK293T ELG1-luciferase reporter, luminescence, 16 h. 330,000 tested, 1.3% active. AID 504466; further: potency means the concentration at half of the fitted maximal effect; % of control where 0% means no effect; nearly all actives have a fitted effect of over 60% in size
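Step 1: seed 2,000 HEK293T ELG1-luciferase cells per well. Step 2: add compound or DMSO, incubate 16 hr at 37 °C. Step 3: ONE-Glo, 30 min at room temperature, read luminescence.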
PKM2 act = increases activity of human pyruvate kinase M2; P14618; purified PKM2, Kinase-Glo ATP luminescence, activation; response scale: 0% is enzyme alone, no compound; Potency, µM (titrated, usually from 57.5 µM), without a hit: top-dose activation, most hits filed as activators; 260,000 tested, 0.34% active; AID 1631; further: potency means the concentration at half of the fitted maximal effect; on the % scale 0 is the no-effect control and ±100 the full control effect; nearly all actives have a fitted effect of over 55% in size
Target sequence (P14618 whole entry, looked up): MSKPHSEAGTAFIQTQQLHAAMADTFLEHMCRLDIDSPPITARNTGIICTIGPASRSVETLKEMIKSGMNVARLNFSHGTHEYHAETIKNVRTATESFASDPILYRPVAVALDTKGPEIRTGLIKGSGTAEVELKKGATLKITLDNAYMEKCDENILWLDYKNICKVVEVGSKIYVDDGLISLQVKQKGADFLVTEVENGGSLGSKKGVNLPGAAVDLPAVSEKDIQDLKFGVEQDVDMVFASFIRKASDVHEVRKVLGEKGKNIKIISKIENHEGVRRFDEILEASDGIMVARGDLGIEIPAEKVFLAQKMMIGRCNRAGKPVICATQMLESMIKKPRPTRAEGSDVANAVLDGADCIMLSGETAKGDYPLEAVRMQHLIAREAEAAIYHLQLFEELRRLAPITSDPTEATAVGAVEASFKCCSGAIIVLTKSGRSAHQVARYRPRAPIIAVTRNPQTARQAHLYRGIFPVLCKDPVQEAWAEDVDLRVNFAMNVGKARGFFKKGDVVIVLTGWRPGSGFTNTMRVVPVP
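hPK-M2, >95% pure; 0.1 mM ADP / 0.5 mM PEP final; imidazole pH7.2 buffer w/ 7 mM MgCl2, 50 mM KCl; 1 h RT; Kinase-Glo lum. Intermediate enzyme activity for dual inhibitor/activator qHTS.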
Menin MLL FP TR = inhibitors of human menin-MLL interaction, mutant MLL peptide; O00255; Menin + Texas Red MLL mutant peptide, fluorescence polarization; Potency, µM (highest dose often 61.6 µM), for the others: top-dose FP activity change, negative = inhibition, hits mostly inhibitors; 270,000 tested, 0.23% active; AID 1768; active means well fitted inhibition curve with a large enough effect in the polarisation, with a control signal flat, not every such curve was filed as active; inconclusive means small, poorly fitted or top-dose-only effect, or effect the other way, or a change in a side signal; inactive means no such curve, though single readings can be large or run the other way; the % refers to the polarisation; further: potency means the concentration at half of the fitted maximal effect; % of control where 0% means no effect; many of its hits are not listed in these tables
Target sequence (O00255 whole entry, looked up): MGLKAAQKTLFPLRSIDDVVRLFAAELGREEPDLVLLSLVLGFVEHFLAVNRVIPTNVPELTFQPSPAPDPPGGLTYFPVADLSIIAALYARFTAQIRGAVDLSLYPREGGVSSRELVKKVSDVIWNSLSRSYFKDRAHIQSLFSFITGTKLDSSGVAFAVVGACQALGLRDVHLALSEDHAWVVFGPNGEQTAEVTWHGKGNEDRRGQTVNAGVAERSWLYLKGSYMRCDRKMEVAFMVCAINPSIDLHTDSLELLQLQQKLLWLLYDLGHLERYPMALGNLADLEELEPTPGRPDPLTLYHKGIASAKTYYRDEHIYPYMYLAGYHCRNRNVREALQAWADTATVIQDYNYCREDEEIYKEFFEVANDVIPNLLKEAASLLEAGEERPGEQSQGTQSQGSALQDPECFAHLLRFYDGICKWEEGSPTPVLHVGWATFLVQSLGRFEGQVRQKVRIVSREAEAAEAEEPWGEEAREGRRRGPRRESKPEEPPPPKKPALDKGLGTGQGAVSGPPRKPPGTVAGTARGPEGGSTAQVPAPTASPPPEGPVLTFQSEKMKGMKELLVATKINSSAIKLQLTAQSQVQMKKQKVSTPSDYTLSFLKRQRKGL
An asterisk follows results filed as active; ? = inconclusive; · = no result given; [ ] = remark or other dose. Unless noted, the call rests on the fitted dose curve; in most records, active means well fitted curve in the direction sought with a large enough effect; inconclusive means small, poorly fitted or top-dose-only effect, or another doubt; inactive means no such curve, though single readings can be large; an effect the other way counts as inactive or inconclusive. An excerpt. The share of hits here may be higher or lower than overall.

Each structure is followed by: NPC1 promoter act, p53 reactivation, Giardia kill, RORg inh, BRCA1 expr act, Rab9 prom act, VP16 counter, FLuc counter, ELG1 genotoxic, PKM2 act, Menin MLL FP TR
- O=[N+]([O-])c1ccccc1S(=O)(=O)n1nnc2ccccc21
  6%, 0%, 17, 7%, -26%, 3%, -8%, 3%, 8%, -5%, -1%
- COCCN(C(=O)COC(=O)c1cccs1)c1c(N)n(Cc2ccccc2)c(=O)[nH]c1=O
  1%, -9%, -8, -10%, -24%, 0%, -3%, 0%, 4%, -9%, ·
- CC12CCC(=O)N1C(C(=O)Nc1cccc(S(=O)(=O)N3CCCCCC3)c1)CS2 (stereo not drawn)
  1%, -7%, 2, ·, -7%, -13%, ·, 0%, -1%, ·, ·
- COc1ccc(N(CC(=O)N2CCN(c3ccccc3)CC2)S(=O)(=O)c2ccc(C)cc2)cc1
  5%, -1%, 9, -22%, 2%, 0%, -4%, 0%, 11%, 5%, ·
- O=C(CCSc1ccc(Cl)cc1)N1CCN(c2ccc(O)cc2)CC1
  ?, 5%, 5, 30%, 19%, ?, 6%, ?, ?, 16%, ·
- Cc1cccc(N(CC(=O)N2CCCC2)S(=O)(=O)c2ccccc2)c1
  0%, -9%, 29, 15%, 7%, 0%, 5%, 0%, -1%, -1%, -6%[11.7 µM]
- C#CCOC(=O)c1ccc(-n2cncn2)nc1
  0%, -4%, 6, -29%, 28%, -3%, 11%, -5%, 2%, 5%, 2%
- CCN1CCN(C(CNS(=O)(=O)c2ccccc2)c2cccnc2)CC1 (stereo not drawn)
  -2%, 2%, -12, -29%, -1%, -8%, 0%, 3%, 10%, -1%, ·
- C=CCN(CC=C)S(=O)(=O)c1ccc(C(=O)Nc2nnc(COC)o2)cc1
  -2%, 1%, 1, 2µM*, -57%, -4%, 7.1µM*, ?, -5%, -12%, 25%
- Cc1c(NC(=S)N/N=C/c2cc([N+](=O)[O-])ccc2O)c(=O)n(-c2ccccc2)n1C
  -3%, 2%, -8, ?, -27%, -3%, ?, 27µM*, -12%, 11%, ·
- C=CCOc1ccc(C2NC(=O)c3ccccc3O2)cc1OCC (stereo not drawn)
  -5%, ·, 19, 29%, -5%, 3%, 2%, 2%, 0%, -1%, 7%
- C/C(=N/Nc1ccc(F)cc1)c1ccc(Cl)s1
  -4%, 18%, -10, 16%, -9%, 0%, 14%, -17%, 10%, 12%, ?
- C=CCNc1nnnc2c1sc1nc(N3CCOCC3)c3c(c12)CCCC3
  -8%, -3%, 3, 1%, -13%, -3%, -7%, 0%, 5%, -2%, ·
- CC1Cn2c(nnc2-c2cccc(Cl)c2)S1 (stereo not drawn)
  1%, 0%, -28, 27%, 0%, -4%, -9%, 0%, -1%, 0%, 7%
- CSc1nsc(SCC(=O)N2CCCc3ccccc32)n1
  1%, 1%, -5, 14%, 0%, -2%, 3%, 5%, -5%, 8%, 1%
- Cc1cccc(NC(=O)CCC2CCN(C(=O)C3CC=CCC3)CC2)c1 (stereo not drawn)
  1%, 4%, ?, 31%, -7%, 2%, -4%, 2%, -7%, 2%, ·
- COC(=O)c1c(C)noc1-c1cc(C)on1
  -3%, ?, -8, 3%, -15%, 9%, -3%, 0%, 1%, -11%, 20%
- COc1cc(S(=O)(=O)N2CCN=C2c2ccccc2)ccc1Cl
  -1%, 6%, -15, 4%, -2%, 0%, 6%, 1%, -1%, -1%, ·
- CCOC(=O)c1c(-c2ccc(C)o2)csc1NC(=O)CN1CCN(CC)CC1
  1%, -5%, -2, -1%, -10%, -2%, 5%, 6%, -6%, ?, -16%
- CCCCCN(C(=O)CCC(=O)OCCOc1cccc(C)c1)c1c(N)n(CCCC)c(=O)[nH]c1=O
  -6%, -8%, 6, ·, -21%, -3%, ·, 1%, 1%, ·, ·
- CCN1CCN(S(=O)(=O)c2ccc(C)c([N+](=O)[O-])c2)CC1
  2%, 9%, 11, -8%, 3%, 0%, 0%, 3%, 2%, -23%, -5%
- CC(C)c1ccc(CNC(=O)CCc2ccccc2)cc1
  -1%, 1%, 11, 10%, 4%, -5%, 27%, -17%, -5%, 0%, -11%
- CCCCN(C(=O)COC(=O)COc1c(C)cc(C)cc1C)c1c(N)n(CCC)c(=O)[nH]c1=O
  -5%, -4%, 7, ·, -12%, -7%, ·, 0%, 5%, ·, ·
- COc1ccccc1C(=O)N1CCN=C1SC
  -2%, 0%, -3, 1%, -12%, 5%, 6%, 0%, -2%, 4%, 14%
- CCOc1ccc(CN2C(=O)CCC2(C)C(=O)NCc2cccnc2)cc1 (stereo not drawn)
  0%, 7%, -15, -15%, 2%, -1%, 1%, 3%, -14%, -3%, -10%
- C=CCNC(=O)c1onc(CSc2nc3ccccc3[nH]2)c1C(=O)NCC=C
  3%, ·, 15, -12%, -13%, 4%, -6%, 7%, -1%, 1%, -11%
- Cc1cccc(N2C(=O)CC(Sc3ncn[nH]3)C2=O)c1 (stereo not drawn)
  -2%, -1%, 9, 13µM*, 4%, -7%, -11%[10 µM], -11%, -3%, -11%, 2%
- COc1ccc(-c2ccc([C@H]3[C@@H]4C=CCC[C@@]4(C)C(=O)N3Cc3ccccc3)c(F)c2)cc1OC
  -2%, 24%, ?, ?, -78%, -15%, 8%, 0%, -8%, -12%, ·
- Cc1nc(SCC(=O)N2CCOCC2)c2c(=O)n(C)c(=O)n(C)c2n1
  -2%, -4%, 6, 20%, -8%, 10%, 5%, 3%, -1%, 2%, ·
- Cc1ccccc1NP(=O)(c1ccccc1)c1nc2ccccc2s1 (stereo not drawn)
  0%, 0%, -23, 10%, -23%, -5%, 14%, 13%, 0%, -7%, ?

Some of these compounds in order of molecular weight, rising:
Each structure is followed by: NPC1 promoter act, p53 reactivation, Giardia kill, RORg inh, BRCA1 expr act, Rab9 prom act, VP16 counter, FLuc counter, ELG1 genotoxic, PKM2 act, Menin MLL FP TR
- COC(=O)c1c(C)noc1-c1cc(C)on1
  -3%, ?, -8, 3%, -15%, 9%, -3%, 0%, 1%, -11%, 20%
- C=CCOc1ccc(C2NC(=O)c3ccccc3O2)cc1OCC (stereo not drawn)
  -5%, ·, 19, 29%, -5%, 3%, 2%, 2%, 0%, -1%, 7%
- Cc1nc(SCC(=O)N2CCOCC2)c2c(=O)n(C)c(=O)n(C)c2n1
  -2%, -4%, 6, 20%, -8%, 10%, 5%, 3%, -1%, 2%, ·

(cont.)
Structure,NPC1 promoter act,p53 reactivation,Giardia kill,RORg inh,BRCA1 expr act,Rab9 prom act,VP16 counter,FLuc counter,ELG1 genotoxic,PKM2 act,Menin MLL FP TR
COc1cc(-n2c(C)nc3cc(C(=O)NCc4ccco4)ccc32)cc(OC)c1OC,2%,3%,0,-11%,-4%,1%,-1%,9%,4%,0%,-4%
CCCCCCC1CC(CSc2ncn[nH]2)OC1=O (stereo not drawn),9%,-3%,-12,5%,-8%,-2%,-1%,0%,-3%,11%,1%
Cc1ccc(C(=O)CN2C(=O)C(=O)N(Cc3ccccc3)C2=O)cc1,-6%,5%,2,-8%,0%,14%,-13%,-12%,4%,0%,-5%
COc1ccc(CN(C(=O)c2snc(C(N)=O)c2N)C(C(=O)NC2CCCC2)c2ccco2)cc1 (stereo not drawn),-6%,-2%,3,20%,-34%,-6%,19%,2%,-8%,8%,-3%
CCOc1ccc2nc(N3C(=O)C(O)=C(C(=O)c4ccco4)C3c3ccco3)sc2c1 (stereo not drawn),-4%,?,-5,·,11%,-1%,·,?,0%,·,·
COc1cc(OC)cc(C(=O)N=c2sc3ccccc3n2C)c1,?,9%,-2,0%,?,2.5µM*,6%,?,?,2%,-29%
CCN(CC)S(=O)(=O)c1ccc(Cl)c(NC(=O)CCCCl)c1,-3%,-3%,-3,-20%,-7%,-1%,-1%,3%,8%,28%,·
O=C(CN1C(=O)C2C3C=CC(C3)C2C1=O)NCC1COc2ccccc2O1 (stereo not drawn),3%,-2%,-6,?,10%,6%,-6%,0%,1%,-11%,0%

Structures shown so far containing two or more sulfur atoms (2):
Structure,NPC1 promoter act,p53 reactivation,Giardia kill,RORg inh,BRCA1 expr act,Rab9 prom act,VP16 counter,FLuc counter,ELG1 genotoxic,PKM2 act,Menin MLL FP TR
CC12CCC(=O)N1C(C(=O)Nc1cccc(S(=O)(=O)N3CCCCCC3)c1)CS2 (stereo not drawn),1%,-7%,2,·,-7%,-13%,·,0%,-1%,·,·
CSc1nsc(SCC(=O)N2CCCc3ccccc32)n1,1%,1%,-5,14%,0%,-2%,3%,5%,-5%,8%,1%
